Bioassay records as filed in PubChem BioAssay.
N370S GC – inhibits or activates N370S mutant glucocerebrosidase; P04062; N370S GC spleen homogenate, 4MU-glucoside fluorescence; Potency, µM (highest dose often 59.4 µM), without a hit: top-dose activity change, negative = inhibition, hits mostly inhibitors; 330,000 tested, 0.092% active;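 note: 0% = full enzyme activity and -100% = no enzyme basal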
KAT2A inh – inhibitors of human GCN5L2 histone acetyltransferase | Potency, µM (titrated, usually from 58.9 µM), for the others: top-dose activity change, negative = inhibition, most hits filed as inhibitors | GCN5L2 HAT assay, ThioGlo1 CoA-SH fluorescence | 390,000 tested, 0.21% active | Q92830
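Enzyme at 20nM final was mixed with library compounds for 15 min at room temperature. Peptide H3(1-25) at 75uM, acetyl-CoA at 70uM and ThioGlo1 at 50uM were then added. Plates were read immediately and after 20 min (Ex340nm/Em540nm).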
FEN1 inh – blocks human flap endonuclease 1; P39748; Recombinant FEN1 flap cleavage, fluorescence, 15 min; Potency, µM (titrated, usually from 114 µM), for the others: at the highest dose activity change, negative = inhibition, hits mostly inhibitors; 390,000 tested, 0.35% active; AID 588795; note: nearly all actives have a fitted effect of over 65% in size
Target sequence (P39748 whole entry, looked up): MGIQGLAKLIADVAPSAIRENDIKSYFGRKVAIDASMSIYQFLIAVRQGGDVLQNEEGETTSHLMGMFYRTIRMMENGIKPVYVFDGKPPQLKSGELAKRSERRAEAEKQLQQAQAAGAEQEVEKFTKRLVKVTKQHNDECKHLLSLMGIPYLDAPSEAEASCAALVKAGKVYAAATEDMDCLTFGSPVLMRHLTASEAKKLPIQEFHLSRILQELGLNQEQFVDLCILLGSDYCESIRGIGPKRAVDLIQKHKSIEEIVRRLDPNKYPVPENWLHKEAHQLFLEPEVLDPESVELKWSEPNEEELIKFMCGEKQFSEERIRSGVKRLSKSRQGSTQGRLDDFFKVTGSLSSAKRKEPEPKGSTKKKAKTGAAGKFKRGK
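In this screen, 50 nM flap DNA substrate was added to 10 nM FEN1 pretreated with compound for 15 min at room temperature; cleavage was followed with reads at 0 and 15 min, and Hill fitting gave concentration–response parameters.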
The depositor's hits bear a star; ? = inconclusive; . = not tested or not shown; & = joins results of further samples; [ ] = dose if it differs, or a comment. Calls come from the whole dose curve; as a rule, active = well fitted curve in the direction sought with a large enough effect; inconclusive = small, poorly fitted or top-dose-only effect, or another doubt; inactive = no such curve, though single readings can be large; an effect the other way counts as inactive or inconclusive. Unless noted, % is set by controls: 0 for no effect and ±100 for the full control effect; potency is the fitted concentration of half-maximal effect.

SMILES | N370S GC | KAT2A inh | FEN1 inh
CCCOc1ccccc1OCC(=O)Nc1cccc(S(=O)(=O)NC2=NCCC2)c1 | -3% | -1% | -5%
CCS(=O)(=O)c1ccc(-c2cccc(NC(=O)COc3ccc(Cl)cc3)c2)nn1 | -20% | -1% | 19%
CN(C)CCCN(C(=O)COc1ccccc1)c1nc2ccc(F)cc2s1 | 16% | -2% | 5%
COc1ccc(CCNC(=O)CCCC(=O)n2nc(C)c3ccccc32)cc1OC | -5% | -3% | -15%
O=C1CCCC(=O)N1c1ccc(N2CCOCC2)c([N+](=O)[O-])c1 | -4% | 0% | 4%
CC(C)(C)N(Cc1ccccc1)C(=O)COC(=O)C1CC1 | . | 1% | 3%
O=C(CCc1ccc(Oc2cc([N+](=O)[O-])cc([N+](=O)[O-])c2)cc1)N1CCCCC1 | 3% | 2% | 1%
COc1ccc(CCn2c3c(c(=O)[nH]c2=O)C(NC(=O)c2ccc(Cl)cc2)(C(F)(F)F)C(=O)N3)cc1OC (stereo not drawn) | . | -2% | -1%
CSCCC(NC(=O)COc1ccccc1)C(=O)N1CCCCC1 (stereo not drawn) | 1% | -1% | 0%
O=C(CNC(c1ccccc1)c1ccccc1)Nc1c(F)cccc1F | 6% | 0% | -2%
CCOc1ccc(NC(=O)c2cn(C)c(=O)c3cc(OC)c(OC)cc23)cc1 | . | -4% | 19%
CCCCOc1ccc(/C=C/C(=O)NC2=Nc3ccccc3NC(C)=C2C(=O)OCC)cc1OC | 2% | -9% | -13%
Cc1ccc(NC(=O)CCSc2ccccc2)c(C)c1 | 0% | -6% | .
CCCCCCCCCCn1cc(C(C)=O)c(=O)[nH]c1=O | 2% | -2% | -6%
CC(C)n1ncc2c(C(=O)N3CCN(Cc4ccc(Br)s4)CC3)cc(C3CC3)nc21 | . | -7% | 1%
Cc1nn(C)c(C)c1CN(C(=O)CCc1nnc(Cc2c[nH]c3ccccc23)o1)C(C)C | 25% | ? | 12%
Cc1cc(NC(=O)Cn2nc(C)n3cccc3c2=O)ccc1Br | . | -8% | -16%
Cc1c(C)c2cc3c4c(oc3c(C)c2oc1=O)CCCC4 | -4% | -9% | 2%
CCOC(=O)CN(C(=O)COC(=O)C1(c2ccccc2)CC1)c1ccc(F)cc1 | -16% | -5% | 15%
C=CC[C@H](CC(=O)NCCO)C(=O)N[C@@H](C)COC(=O)[C@H](CC=C)CC(=O)OC(C)(C)C | . | -4% | -4%
O=C(COc1ncnc2ccccc12)N1CCN(S(=O)(=O)c2ccc(Cl)cc2)CC1 | 2% | -12% | -8%
COc1ccccc1N(C)S(=O)(=O)c1ccc(C(=O)Nc2ncc(C)s2)cc1 | . | -10% | -14%
COc1cc(/C=C/C(=O)OCc2c(C)noc2C)ccc1OC(F)F | 1% | -23% | -2%
CCN(CC)CCCC(C)Nc1c2ccc(Cl)cc2nc2ccc(OC)cc12 (stereo not drawn) | -11%&-23%&-13% | ? | 11µM*
Cc1cc(Cl)c2oc(C(=O)N(CCO)Cc3ccccc3)c(C)c2c1 | 7% | -13% | -5%
CCOc1cc(Br)ccc1S(=O)(=O)NCc1ccccc1 | -3% | 4% | 5%
CC(=O)c1ccc(Oc2cnccn2)cc1 | 0% | ? | -1%
Cc1cccc(NC(=O)CNC(=O)CN2C(=O)NC3(CCc4ccccc43)C2=O)c1C (stereo not drawn) | -16% | -2% | 0%
CC(=O)Nc1ccc(C(=O)N/N=C/c2cc(Br)cc(Br)c2O)cc1 | 4% | 1% | -16%
Cc1ccc(S(=O)(=O)Nc2ccc(N(C)S(=O)(=O)c3ccc(C)cc3)cc2)cc1 | 22% | -13% | -19%
Cc1cc(NC(=O)CSc2nc3ccccc3[nH]2)n(-c2ccccc2)n1 | 14% | -12% | -3%
Cc1nn(Cc2ccc(C(=O)Nc3nc4c(C)cccc4s3)o2)c(C)c1Br | 5% | -9% | -19%
CCOc1ccc(C(=O)N2CCN(Cc3ccccc3)CC2)cc1 | -2% | -1% | 5%
CCOC(=O)c1ccc(NC(=O)Nc2ccc3c(c2)OCCO3)cc1 | 4% | -3% | -9%
S=C(NCCc1c[nH]c2ccccc12)NC1CCCC1 | 9% | 0% | -2%
O=c1c2ccccc2nc(-c2ccco2)n1CCc1ccc(O)cc1 | -17% | -6% | -14%
COc1ccccc1NC(=O)C(C)NS(=O)(=O)c1ccc(F)cc1 (stereo not drawn) | 28% | 0% | -1%
O=c1c2ccccc2nc2c3ccccc3c3nncn3n12 | ? | -1% | -2%
Clc1ccc(-n2nnc(-c3cccnc3Cl)n2)cc1Cl | -1% | 1% | -19%
CCCCNc1c([N+](=O)[O-])ncn1C | -3% | -6% | 1%

Profiles, quoted from the list.
`COc1cc(/C=C/C(=O)OCc2c(C)noc2C)ccc1OC(F)F` in the list: N370S GC = 1%; KAT2A inh = -23%; FEN1 inh = -2%
`COc1ccccc1NC(=O)C(C)NS(=O)(=O)c1ccc(F)cc1` (stereo not drawn) in the list: N370S GC = 28%; KAT2A inh = 0%; FEN1 inh = -1%

The list continues.
SMILES | N370S GC | KAT2A inh | FEN1 inh
COC(=O)c1ccc(NC(=O)CC2C(=O)N(c3cccc(C)c3)C(=O)N2Cc2ccco2)cc1 (stereo not drawn) | . | 2% | -3%
COC(=O)c1sc(NC(=O)CC(C)C)c(C(=O)OC)c1C | 23% | -5% | 0%
CS(=O)(=O)N(CC(=O)NCc1ccncc1)c1ccc(Cl)c(Cl)c1 | 1% | -11% | -3%
CCC(=O)OCC(=O)Nc1ccc2c(c1)OCO2 | 10% | 1% | -9%
O=C1NN(c2ccc(F)cc2)C(=O)/C1=C/c1cccs1 | -4% | -11% | 2%
CC(C)[C@H](NC(=O)NCc1cccs1)C(=O)O | 0% | 0% | -1%
COC(=O)c1cc(OC)c(OC)cc1NC(=O)c1cccc(OC)c1OC | -1% | -3% | 5%
O=C(Nc1ncccc1Cl)C(Sc1ccccc1)c1ccccc1 (stereo not drawn) | -1% | -20% | -3%
Cc1ccc(N(CC(=O)NCc2ccc(F)cc2)C(=O)c2csnn2)cc1C | -13% | -10% | -5%
COC(=O)n1c(=O)oc2ccc(S(=O)(=O)N3CCCCC3)cc21 | 1% | -19% | -8%
CC(C)OC(=O)NC(Nc1ccccc1C(=O)O)(C(F)(F)F)C(F)(F)F | -10% | -9% | -12%
COc1ccc(C2=NN(C(=O)CCC(=O)O)C(c3ccc(Br)cc3)C2)cc1 (stereo not drawn) | -3% | -7% | -1%
CC(=O)N1CCN(c2ccc(NCc3cccc(C)c3)cc2)CC1 | . | -4% | -14%
Cc1ccc(CNC(=O)c2cccnc2Sc2cccc(Cl)c2)cc1 | -11% | 0% | 12%
O=C(Cn1cnc2c(NCc3ccccc3)ncnc21)N1CCN(c2ccccn2)CC1 | . | 1% | 2%
CCC(C)N(C(=O)CSc1nnc(-c2ccco2)n1C)C1CCS(=O)(=O)C1 (stereo not drawn) | -28% | -5% | 5%
O=C(O)C1CCCN1C(=O)Oc1ccccc1 (stereo not drawn) | -11% | -2% | 5%
COC(=O)c1ccc(C2NCCc3cc(OC)c(OC)cc32)cc1 (stereo not drawn) | -7% | 2% | -1%
O=C(C1CCN(S(=O)(=O)c2ccc3ccccc3c2)CC1)N1CCN(c2ncccn2)CC1 | -17% | -2% | -12%
CC1CCN(C(=O)CCC(=O)N2CC(C)Oc3ccccc32)CC1 (stereo not drawn) | -5% | -3% | 20%
COc1cc(C2Nc3ccc4ncccc4c3C3=C2C(=O)CCC3)cc(OC)c1OC (stereo not drawn) | 4% | -7% | -20%
O=C(/C=C/c1ccccc1)N(c1ccccn1)C1CCCCC1 | 3% | -13% | -12%
CCOc1ccc(/C=C2\SC(=O)N(CCNC(=O)C3COc4ccccc4O3)C2=O)cc1OC (stereo not drawn) | 12% | -7% | -11%
COc1ccc(N(Cc2cc(=O)[nH]c3ccccc23)C(=O)CCl)cc1 | -1% | 2% | -5%
O=C(CC1Nc2ccccc2NC1=O)Nc1ccc2c(c1)OCO2 (stereo not drawn) | -6% | -13% | -1%
CCc1nn(CCCN2CCN(c3cccc(Cl)c3)CC2)c(=O)n1CCOc1ccccc1 | -10%&-14%&-3%&-5% | -17%&-12%&-23%&-5% | -24%&9%
O=C(c1nc(-c2ccccc2)n(-c2ccccc2)n1)N1CCN(S(=O)(=O)c2ccccc2)CC1 | 1% | -3% | 0%
Cc1ccc2nc(Nc3ccc(C)c(C)c3)c3nncn3c2c1 | -7% | -12% | -14%
CCOc1nc(Nc2ccc(OC)cc2OC)nc(OCC)n1 | -5% | -16% | -1%
O=C(Nc1ccc(Cl)cn1)c1ccc(Br)c(S(=O)(=O)N2CCCCC2)c1 | 6% | -3% | -20%
COc1ccc(CNCCC(c2ccc(OC(C)C)cc2)c2ccccc2OC)cc1 (stereo not drawn) | ? | 0% | 1%
Cc1cccc(C)c1OCC(=O)NNC(=O)c1ccoc1C | -27% | -1% | 6%
O=C(COc1ccc(Br)cc1)Nc1ccccc1C(=O)N1CCOCC1 | -2% | -1% | -5%
COc1ccc(-c2ccnc3c(C(=O)O)cnn23)cc1 | -2% | -11% | -13%
COC(=O)c1nnn(CC(=O)Nc2cc(Cl)ccc2C)c1C(=O)OC | -3% | -3%[0.501 µM] | -2%
Cc1ccc(CN(C(=O)CNC(=O)c2cccs2)C(C(=O)NCC2CCCO2)c2ccccc2)cc1 (stereo not drawn) | -7% | 3% | -6%
COC(=O)C1=C(C)N(c2cccc3ccccc23)C(=O)C1 | 3% | -16% | 5%
CC(=O)c1c(C(C)=O)c(C)n(NC(=O)c2ccncc2)c1C | -11% | 0% | 6%
C#CCn1c(=O)c2c(nc(/C=C/c3cccc(OC)c3)n2C)n(CCCOP(=O)(O)O)c1=O | 5% | 0% | .
COC(=O)c1ccccc1NC(=O)CSc1nc(N)cc(=O)[nH]1 | 5% | 0% | -5%
O=C(COC(=O)c1cccs1)NCc1ccco1 | 1% | -8% | -5%
COC(=O)CSc1cccc2c1C(=O)CC2c1ccccc1 (stereo not drawn) | -1% | 8% | -20%
Cc1cccc(NS(=O)(=O)c2cc(C(=O)N3CCCC3)ccc2Cl)c1 | -3% | -1% | 7%
O=c1[nH]c(/C=C\c2cccc(O)c2)nc(O)c1[N+](=O)[O-] | -13% | -8% | 10%
N#CC1=C(S)N=C(N)C(c2nc(-c3ccccc3)cs2)C12CCCCC2 (stereo not drawn) | -16% | -1% | -7%
CCOc1ccc(NC(=O)c2cc(S(=O)(=O)N3CCC(C)CC3)cn2C)cc1 | . | 10% | 23%
CCCCNc1ccc(S(=O)(=O)c2cccc([N+](=O)[O-])c2)cc1[N+](=O)[O-] | 3% | -7% | -3%
CCCCn1c(N)c(N(CC(C)C)C(=O)c2cc(Cl)nc3ccccc23)c(=O)[nH]c1=O | -1% | 0% | 6%
O=C(CSc1nnc(NC2CC2)s1)NN1C(=O)NC2(CCCCC2)C1=O | . | -5% | 3%
Cc1ccc(-c2cc(C(=O)O)n[nH]2)s1 | -14% | -1% | 5%
COc1ccccc1-n1c(-c2ccco2)n[nH]c1=S | -3% | -14% | 24%
COc1ccc(/C=C/C(=O)NCc2nc3ccccc3[nH]2)cc1OC | -6% | -7% | 0%
CN(C)c1ccc(/C=N/NC(=O)c2ccccc2Cl)cc1 | 18% | -1% | -11%
Cc1cc(=O)n2c3ccccc3n(CC(O)CN3CCOCC3)c2c1C#N (stereo not drawn) | -3% | -3% | -11%
CCOC(=O)C1=C(C(F)(F)F)Nc2ncnn2C1c1cc(OC)c(OC)cc1OC (stereo not drawn) | 10% | 2% | 2%
Cc1ccc(S(=O)(=O)N2CCCC(c3nc4c(nnn4Cc4ccc5c(c4)OCCO5)c(=O)[nH]3)C2)cc1 (stereo not drawn) | 4% | -12% | 37%[activator]

Molecules above that have an NH in an aromatic ring:
SMILES | N370S GC | KAT2A inh | FEN1 inh
COc1ccc(CCn2c3c(c(=O)[nH]c2=O)C(NC(=O)c2ccc(Cl)cc2)(C(F)(F)F)C(=O)N3)cc1OC (stereo not drawn) | . | -2% | -1%
CCCCCCCCCCn1cc(C(C)=O)c(=O)[nH]c1=O | 2% | -2% | -6%
Cc1nn(C)c(C)c1CN(C(=O)CCc1nnc(Cc2c[nH]c3ccccc23)o1)C(C)C | 25% | ? | 12%
Cc1cc(NC(=O)CSc2nc3ccccc3[nH]2)n(-c2ccccc2)n1 | 14% | -12% | -3%
S=C(NCCc1c[nH]c2ccccc12)NC1CCCC1 | 9% | 0% | -2%
COc1ccc(N(Cc2cc(=O)[nH]c3ccccc23)C(=O)CCl)cc1 | -1% | 2% | -5%
COC(=O)c1ccccc1NC(=O)CSc1nc(N)cc(=O)[nH]1 | 5% | 0% | -5%
O=c1[nH]c(/C=C\c2cccc(O)c2)nc(O)c1[N+](=O)[O-] | -13% | -8% | 10%
CCCCn1c(N)c(N(CC(C)C)C(=O)c2cc(Cl)nc3ccccc23)c(=O)[nH]c1=O | -1% | 0% | 6%
Cc1ccc(-c2cc(C(=O)O)n[nH]2)s1 | -14% | -1% | 5%
COc1ccccc1-n1c(-c2ccco2)n[nH]c1=S | -3% | -14% | 24%
COc1ccc(/C=C/C(=O)NCc2nc3ccccc3[nH]2)cc1OC | -6% | -7% | 0%
Cc1ccc(S(=O)(=O)N2CCCC(c3nc4c(nnn4Cc4ccc5c(c4)OCCO5)c(=O)[nH]3)C2)cc1 (stereo not drawn) | 4% | -12% | 37%[activator]
